PG9 binder: binders of HIV-1 gp120 antibody PG9, primary screen, biochemical, TR-FRET; TR-FRET gp120-PG9 antibody binding; inhibition, % at 6.7 µM; AID 624416, 2012; actives 0.43% (n = 360,000); HIV-1 gp120 / PG9 antibody interaction; in the data active means inhibition above about 8.5%
HTRA1 inhibitor: HTRA1 serine protease inhibitors, primary screen, biochemical, fluorescence polarization, HTS; inhibition, % at 5.96 µM; actives 0.5% (n = 340,000); recombinant HTRA1, FP-rhodamine activity-based probe; AID 504803, 2011; in the data active means inhibition above about 36%;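 further: 0% = enzyme with DMSO and 100% = wells lacking enzyme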
Target sequence (Q92743 whole entry, looked up): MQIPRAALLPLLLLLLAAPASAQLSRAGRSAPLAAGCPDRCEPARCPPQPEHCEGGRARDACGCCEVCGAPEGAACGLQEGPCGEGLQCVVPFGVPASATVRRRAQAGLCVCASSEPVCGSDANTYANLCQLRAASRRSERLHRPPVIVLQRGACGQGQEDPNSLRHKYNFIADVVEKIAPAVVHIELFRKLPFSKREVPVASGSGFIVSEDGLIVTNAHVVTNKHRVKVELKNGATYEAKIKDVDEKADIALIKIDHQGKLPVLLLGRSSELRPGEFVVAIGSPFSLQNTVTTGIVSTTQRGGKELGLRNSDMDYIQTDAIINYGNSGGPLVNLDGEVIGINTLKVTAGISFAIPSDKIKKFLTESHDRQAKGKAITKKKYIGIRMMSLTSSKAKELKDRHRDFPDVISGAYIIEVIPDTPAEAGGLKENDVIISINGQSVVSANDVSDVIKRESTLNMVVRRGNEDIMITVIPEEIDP
UHRF1 MBD2 ctr: UHRF1 methylated DNA binding inhibitors, primary screen, counter-screen for MBD2 inhibitor project, biochemical, TR-FRET, human UHRF1, single concentration. E3 ubiquitin-protein ligase UHRF1 (Homo sapiens), Q96T88. UHRF1 binding to methylated oligo. inhibition, % at 4.4 µM. actives 0.75% (n = 370,000); in the data active means inhibition above about 21%;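 further: UHRF1 SRA domain binding a hemimethylated CpG hairpin DNA probe; 0% = median of test compound wells and 100% = reference inhibitor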
ABHD4 inh: ABHD4 inhibitors, primary screen, biochemical, fluorescence polarization, mouse. actives 0.54% (n = 370,000). purified mABHD4, FP-Rh probe fluorescence polarization. (Lyso)-N-acylphosphatidylethanolamine lipase (Mus musculus), Q8VD66. inhibition, % at 8.92 µM. AID 720543, 2013;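 active means inhibition exceeding the mean over every tested compound plus 3 SD, cut at about 30% in these data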;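 further: 0% = plate median of compound wells and 100% = S159A mutant with DMSO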
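Doses – 8.92 µM, single dose · Material – wild-type mouse ABHD4 protein · Replication – single well per compound (singlicate) · Measure – percent inhibition of probe binding, normalized to plate controls · Schedule – 45 min compound pre-incubation plus 60 min probe step, 25 °C · Detection – fluorescence polarization with parallel and perpendicular emission, 525/598 nm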
TDP2 absorb: human TDP2 enzyme inhibitors, primary screen, biochemical, epi absorbance, recombinant enzyme; actives 0.34% (n = 370,000); AID 720702, 2013; inhibition, % at 12.8 µM; Tyrosyl-DNA phosphodiesterase 2 (Homo sapiens), O95551; T5PNP hydrolysis, p-nitrophenol absorbance 415 nm;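 active means inhibition above the mean of all tested compounds plus 3 SD, set per campaign, cut at about 25% in these data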;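 further: 0% = DMSO with enzyme and 100% = buffer with substrate but no TDP2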
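Read-out basis: percent inhibition. System: recombinant human TDP2. Buffer or medium: Mg2+-containing Tris-HCl buffer, pH 7.5. Repeats: single replicate. Timing: reaction 2 h, 37 °C. Benchmarks: high control without enzyme, low control DMSO plus TDP2. Probe or stimulus: 5 mM T5PNP. Doses: 12.8 µM only. Measured by: epi absorbance of p-nitrophenol freed from T5PNP by hydrolysis.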
PRMT1 inh: PRMT1 methyltransferase inhibitors, primary screen, biochemical, fluorescence polarization. inhibition, % at 2.79 µM. actives 1.3% (n = 370,000). AID 652257, 2013. recombinant PRMT1, activity-based probe fluorescence polarization;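 active means inhibition above about 21% made by adding two undisclosed values, limit read from the data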
Tn7 DDE FP: inhibitors of Tn7 peptide binding to fibrin DD(E), primary screen, biochemical, fluorescence polarization, human fibrin, Tn7 probe. FP displacement of FITC-Tn7 peptide from fibrin DD(E); 0% = median of compound wells per plate. inhibition, % at 8.3 µM. actives 0.13% (n = 370,000). AID 720508, 2013;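 active means inhibition above the mean of compounds falling within the control limits plus 3 SD of them, cut at about 14% in these data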;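 further: 0% = plate median of compound wells and 100% = 10 µM Aha-Tn7 peptide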
Target sequence (P02675 whole entry, looked up): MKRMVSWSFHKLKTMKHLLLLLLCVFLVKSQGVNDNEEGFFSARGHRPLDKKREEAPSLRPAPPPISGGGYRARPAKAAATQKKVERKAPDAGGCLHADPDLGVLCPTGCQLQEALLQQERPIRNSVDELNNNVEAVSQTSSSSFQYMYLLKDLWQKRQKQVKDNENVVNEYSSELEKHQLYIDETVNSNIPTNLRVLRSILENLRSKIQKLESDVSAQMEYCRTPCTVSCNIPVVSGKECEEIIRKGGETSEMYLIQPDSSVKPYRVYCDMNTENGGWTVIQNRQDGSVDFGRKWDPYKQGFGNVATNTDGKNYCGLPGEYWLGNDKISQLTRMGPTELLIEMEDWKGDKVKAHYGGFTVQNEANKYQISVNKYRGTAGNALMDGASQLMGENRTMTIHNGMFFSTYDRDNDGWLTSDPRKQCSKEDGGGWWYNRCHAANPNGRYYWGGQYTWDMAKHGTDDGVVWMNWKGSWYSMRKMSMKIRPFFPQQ
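Test system – human fibrin DD(E) · Times – 10 min preincubation, 3 h with tracer, room temperature · Detection – fluorescence polarization of the labelled Tn7 tracer · Measure – percent inhibition normalized to high-control wells · Benchmarks – high control wells with 10 µM unlabelled Aha-Tn7 peptide (full inhibition) · Repeats – singlicate testing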
TCR CD3 inh: inhibitors of human TCR-CD3 interaction, primary screen, biochemical, fluorescence, TAMRA-labeled TCR probe; actives 0.37% (n = 360,000); AID 651800, 2012; inhibition, % at 9.4 µM; in the data active means inhibition above about 19%;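 further: recombinant mutant TCR 2C K166C tagged with TAMRA read by polarization; 0% = receptor in buffer alone and 100% = receptor with positive control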
SIAE inh: human SIAE inhibitors, primary screen, biochemical, fluorescence polarization, FP-Rh probe, 1536-well HTS. Sialate O-acetylesterase (Homo sapiens), Q9HAT2. SIAE FP-Rh probe binding. actives 0.69% (n = 370,000). AID 1053197, 2014. inhibition, % at 9.66 µM;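 active means inhibition above a cutoff: mean of compounds within the control limits plus 3 SD of those, cut at about 17% in these data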;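 further: 0% = plate median of compound wells and 100% = probe without SIAE protein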
LEDGF integ inh: blockers of LEDGF/p75-dependent integrase strand transfer – biochemical, TR-FRET, high throughput, primary screen; TR-FRET IN-LEDGF/p75 DNA integration, Eu/Cy5; inhibition, % at 3.7 µM; actives 0.64% (n = 370,000); AID 743269, 2014;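 active means inhibition above the screen-wide mean plus 3 SD, cut at about 13% in these data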;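 further: signal is the Cy5 over europium emission ratio at 671 and 618 nm; 0% = plate median of compound wells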
* hit, by the source's call.

For CC(=Nc1ccc2c(c1)nc(CO)n2C)C1=C(O)CC(C)(C)CC1=O the results were PG9 binder -3.1, HTRA1 inhibitor -5, UHRF1 MBD2 ctr -4, ABHD4 inh -5, TDP2 absorb -24, PRMT1 inh -3, Tn7 DDE FP 1, TCR CD3 inh 5, SIAE inh -5 and LEDGF integ inh 4.
CC(=O)N1c2ccc(S(=O)(=O)NCCC(=O)NCCc3ccc(Cl)cc3)cc2CC1C (stereo not given) was read as PG9 binder 1.6, HTRA1 inhibitor -3, UHRF1 MBD2 ctr 1, ABHD4 inh -2, TDP2 absorb 6, PRMT1 inh 0, Tn7 DDE FP 4, TCR CD3 inh 1, SIAE inh 1 and LEDGF integ inh -2.
Screening COc1ccc(S(=O)(=O)N2CCCCCC2)cc1NC(=O)Cc1ccccc1 returned PG9 binder 1.1, HTRA1 inhibitor -7, UHRF1 MBD2 ctr 3, ABHD4 inh -8, TDP2 absorb -5, PRMT1 inh 5, Tn7 DDE FP -1, TCR CD3 inh -6, SIAE inh 0 and LEDGF integ inh -3.
Screening Cc1cc2c(SCc3ccccc3Cl)nc(N)nc2nc1C returned PG9 binder -0.1, HTRA1 inhibitor -32, UHRF1 MBD2 ctr -5, ABHD4 inh -47, TDP2 absorb -10, PRMT1 inh 24*, Tn7 DDE FP 5, TCR CD3 inh -9, SIAE inh -44 and LEDGF integ inh 0.
`COc1ccccc1CN1CC(C(=O)NCCC2=CCCCC2)CCC1=O` (stereo not given) gave PG9 binder 0.0, HTRA1 inhibitor -1, UHRF1 MBD2 ctr -3, ABHD4 inh 7, TDP2 absorb -4, PRMT1 inh 2, Tn7 DDE FP 13, TCR CD3 inh -2, SIAE inh 0 and LEDGF integ inh 0.
For O=C(NC1CCCCC1)C(c1cccnc1)N(C(=O)c1csnn1)c1ccccc1F (stereo not given) the results were PG9 binder 0.2, HTRA1 inhibitor 5, UHRF1 MBD2 ctr 1, ABHD4 inh -2, TDP2 absorb 6, PRMT1 inh 3, Tn7 DDE FP 5, TCR CD3 inh 2, SIAE inh 4 and LEDGF integ inh 2.
Screening COc1cccc(C(=O)c2c[nH]c(C(=O)NCc3cccnc3)c2)c1 returned PG9 binder 0.6, HTRA1 inhibitor 5, UHRF1 MBD2 ctr -1, ABHD4 inh 1, TDP2 absorb 2, PRMT1 inh -1, Tn7 DDE FP 0, TCR CD3 inh 8, SIAE inh -1 and LEDGF integ inh 2.
`Cc1cccc(NC(=O)C(C)n2cc([N+](=O)[O-])cn2)n1` (stereo not given) gave PG9 binder 0.1, HTRA1 inhibitor 3, UHRF1 MBD2 ctr 2, ABHD4 inh 0, TDP2 absorb -11, PRMT1 inh -3, Tn7 DDE FP -8, TCR CD3 inh -1, SIAE inh -7 and LEDGF integ inh 3.
CC(C)C1Cc2[nH]c(=S)[nH]c(=O)c2C(c2ccc(Cl)cc2)O1 (stereo not given) was read as PG9 binder -0.5, UHRF1 MBD2 ctr 5, ABHD4 inh -12, TDP2 absorb -9, PRMT1 inh 8, Tn7 DDE FP 3, TCR CD3 inh -7, SIAE inh -1 and LEDGF integ inh -4.
Cc1ccc(Cl)cc1-n1c(SCC(=O)NCCC2=CCCCC2)nc2n[nH]c(C)c2c1=N was read as PG9 binder 14*, HTRA1 inhibitor -22, UHRF1 MBD2 ctr 10, ABHD4 inh -15, TDP2 absorb -17, PRMT1 inh 8, Tn7 DDE FP -7, TCR CD3 inh -6, SIAE inh -3 and LEDGF integ inh -2.
`COc1ccc(S(=O)(=O)Nc2cccc(C)n2)c2ccccc12` gave PG9 binder -0.4, HTRA1 inhibitor -4, UHRF1 MBD2 ctr 3, ABHD4 inh 1, TDP2 absorb 0, PRMT1 inh 2, Tn7 DDE FP 3, TCR CD3 inh 6, SIAE inh -1 and LEDGF integ inh 4.
For CSCCC(NC(=O)c1ccccc1)C(=O)NCCc1ccccc1 (stereo not given) the results were PG9 binder -2.2, HTRA1 inhibitor 2, UHRF1 MBD2 ctr 3, ABHD4 inh 1, TDP2 absorb 0, PRMT1 inh -4, Tn7 DDE FP -11, TCR CD3 inh -5, SIAE inh 7 and LEDGF integ inh 3.

A section of the results above:
CC(C)C1Cc2[nH]c(=S)[nH]c(=O)c2C(c2ccc(Cl)cc2)O1 (stereo not given) was read as PG9 binder -0.5, UHRF1 MBD2 ctr 5, ABHD4 inh -12, TDP2 absorb -9, PRMT1 inh 8, Tn7 DDE FP 3, TCR CD3 inh -7, SIAE inh -1 and LEDGF integ inh -4.
Cc1ccc(Cl)cc1-n1c(SCC(=O)NCCC2=CCCCC2)nc2n[nH]c(C)c2c1=N was read as PG9 binder 14*, HTRA1 inhibitor -22, UHRF1 MBD2 ctr 10, ABHD4 inh -15, TDP2 absorb -17, PRMT1 inh 8, Tn7 DDE FP -7, TCR CD3 inh -6, SIAE inh -3 and LEDGF integ inh -2.
`COc1ccc(S(=O)(=O)Nc2cccc(C)n2)c2ccccc12` gave PG9 binder -0.4, HTRA1 inhibitor -4, UHRF1 MBD2 ctr 3, ABHD4 inh 1, TDP2 absorb 0, PRMT1 inh 2, Tn7 DDE FP 3, TCR CD3 inh 6, SIAE inh -1 and LEDGF integ inh 4.
For CSCCC(NC(=O)c1ccccc1)C(=O)NCCc1ccccc1 (stereo not given) the results were PG9 binder -2.2, HTRA1 inhibitor 2, UHRF1 MBD2 ctr 3, ABHD4 inh 1, TDP2 absorb 0, PRMT1 inh -4, Tn7 DDE FP -11, TCR CD3 inh -5, SIAE inh 7 and LEDGF integ inh 3.

(cont.)
Screening O=c1[nH]cnc2c1sc(=S)n2-c1ccccc1 returned PG9 binder 1.9, HTRA1 inhibitor -1, UHRF1 MBD2 ctr 3, ABHD4 inh 1, TDP2 absorb 1, PRMT1 inh 7, Tn7 DDE FP 3, TCR CD3 inh -8, SIAE inh 1 and LEDGF integ inh 4.
Screening CC(OC(=O)CC1Sc2ccccc2NC1=O)C(=O)NC1CCCC1 (stereo not given) returned PG9 binder -1.9, HTRA1 inhibitor 8, UHRF1 MBD2 ctr 1, ABHD4 inh -7, TDP2 absorb 0, PRMT1 inh -1, Tn7 DDE FP -3, TCR CD3 inh -9, SIAE inh -1 and LEDGF integ inh 1.
CC(=O)c1cccc(NS(=O)(=O)c2cc(OCC(N)=O)c(C)cc2Cl)c1 was read as PG9 binder 0.2, HTRA1 inhibitor 2, UHRF1 MBD2 ctr 3, ABHD4 inh -3, TDP2 absorb 1, PRMT1 inh 3, Tn7 DDE FP 3, TCR CD3 inh -6, SIAE inh -2 and LEDGF integ inh 3.
`CCc1cccc(NC(=O)CSCc2nc3sc(C)c(C)c3c(=O)[nH]2)c1` gave PG9 binder 0.0, HTRA1 inhibitor -2, UHRF1 MBD2 ctr 2, ABHD4 inh -6, TDP2 absorb -6, PRMT1 inh 4, Tn7 DDE FP -3, TCR CD3 inh 2, SIAE inh -1 and LEDGF integ inh 5.
For CCOC(=O)c1c(C)[nH]c(C)c1S(=O)(=O)Nc1ccc(CN2CCCCC2)cc1 the results were PG9 binder 0.0, HTRA1 inhibitor -3, UHRF1 MBD2 ctr 4, ABHD4 inh 0, TDP2 absorb -13, PRMT1 inh 0, Tn7 DDE FP 0, TCR CD3 inh -7, SIAE inh -2 and LEDGF integ inh -3.
`CCCCCC(=O)NC1CCCCN(Cc2cccc(Cl)c2)C1=O` (stereo not given) gave UHRF1 MBD2 ctr 2, ABHD4 inh 3, TDP2 absorb -5, PRMT1 inh -1, Tn7 DDE FP -12, SIAE inh 6 and LEDGF integ inh 4.
Screening Cc1ccc2[nH]c(=O)c(C3C(C#N)=C(N)Oc4c3ccc3cccnc43)cc2c1 (stereo not given) returned PG9 binder -1.5, HTRA1 inhibitor 73*, UHRF1 MBD2 ctr -9, ABHD4 inh 22, TDP2 absorb 1, PRMT1 inh 4, Tn7 DDE FP -6, TCR CD3 inh 6, SIAE inh 25* and LEDGF integ inh -2.
For Cc1ccc(CN2CCN(C3CCCC3)C(CCO)C2)s1 (stereo not given) the results were PG9 binder -2.7, HTRA1 inhibitor -4, UHRF1 MBD2 ctr 3, ABHD4 inh 6, TDP2 absorb -2, PRMT1 inh -1, Tn7 DDE FP -6, TCR CD3 inh 8, SIAE inh 2 and LEDGF integ inh 4.
For COCCOC(=O)C1=C(C)NC(=O)NC1c1cc2c(cc1Br)OCO2 (stereo not given) the results were PG9 binder -0.6, HTRA1 inhibitor 10, UHRF1 MBD2 ctr 1, ABHD4 inh 7, TDP2 absorb 5, PRMT1 inh 0, Tn7 DDE FP 3, TCR CD3 inh -1, SIAE inh -4 and LEDGF integ inh -3.
`CCOC(=O)C1CCN(C(=S)Nc2cc(OC)c(OC)cc2C(=O)OC)CC1` gave PG9 binder -0.9, HTRA1 inhibitor -1, UHRF1 MBD2 ctr 1, ABHD4 inh 0, TDP2 absorb -17, PRMT1 inh 3, Tn7 DDE FP 2, TCR CD3 inh 9, SIAE inh 5 and LEDGF integ inh 5.
COC(=O)c1c(-c2ccccc2)csc1NC1=NS(=O)(=O)c2ccccc21 was read as PG9 binder -2.4, HTRA1 inhibitor 0, UHRF1 MBD2 ctr -1, ABHD4 inh 3, TDP2 absorb -3, PRMT1 inh -2, Tn7 DDE FP -11, TCR CD3 inh 0, SIAE inh 9 and LEDGF integ inh 1.
`Nc1nc(=S)c2[nH]c(=S)[nH]c2[nH]1` gave PG9 binder -4.5, HTRA1 inhibitor 5, UHRF1 MBD2 ctr -3, ABHD4 inh 3, TDP2 absorb -1, PRMT1 inh 14, Tn7 DDE FP 5, TCR CD3 inh 3, SIAE inh 5 and LEDGF integ inh -5.

Screening data as filed in PubChem BioAssay.
